Bioassay records: PubChem, NMMLSC
Bcl-2 Bim block: inhibitors of Bim-Bcl-2 interaction, human; inhibition, % at 10 µM; P10415; hit rate 0.06% among 190,000; Bead-based flow cytometry, Bim peptide-Bcl-2 binding; in the data active means inhibition above about 40%; inconclusive means no clear call, values can overlap the other calls;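 further: 0% = no compound wells with probe peptide and 100% = reference peptide inhibitor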
Target sequence (P10415 whole entry, looked up): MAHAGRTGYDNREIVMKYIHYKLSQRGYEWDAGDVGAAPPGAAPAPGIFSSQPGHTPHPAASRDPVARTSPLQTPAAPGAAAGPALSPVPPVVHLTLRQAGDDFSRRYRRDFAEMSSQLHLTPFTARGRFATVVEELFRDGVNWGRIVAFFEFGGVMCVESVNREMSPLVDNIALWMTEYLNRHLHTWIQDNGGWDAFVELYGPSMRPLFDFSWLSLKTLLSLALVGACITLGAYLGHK
GSH bead fluor: GSH bead compound fluorescence profile; GSH beads flow cytometry, compound fluorescence 488/530 nm; active compounds read high; fluorescence (KMESF) at 10 µM; hit rate 0.25% among 190,000; in the data active means fluorescence above about 89;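 further: glutathione beads carrying GST-tagged Bcl family fusion proteins plus one bare bead set; values are compound well signal with DMSO vehicle wells as background; inactives centre near 16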
Bim-Bcl-XL: inhibitors of Bim-Bcl-XL interaction, human; hit rate 0.04% among 190,000; Q07817; inhibition, % at 10 µM; Bim peptide-Bcl-XL binding, bead flow cytometry, fluorescence; AID 1007
Target sequence (Q07817 whole entry, looked up): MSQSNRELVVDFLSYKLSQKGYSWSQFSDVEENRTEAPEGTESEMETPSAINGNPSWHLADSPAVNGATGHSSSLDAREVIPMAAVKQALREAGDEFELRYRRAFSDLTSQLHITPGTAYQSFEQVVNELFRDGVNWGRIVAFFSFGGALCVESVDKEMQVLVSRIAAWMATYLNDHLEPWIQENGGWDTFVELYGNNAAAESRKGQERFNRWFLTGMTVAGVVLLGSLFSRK
ABCB1 inh: inhibitors of human ABCB1 transporter, ABCG2 counter-screen | hit rate 0.067% among 190,000 | AID 1326 | inhibition, % at 6.6 µM | P08183 | CCRF-Adr cells, JC-1 efflux, flow cytometry; in the data active means inhibition above about 40%;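 further: 0% = vehicle and 100% = reference inhibitor; higher value means more JC-1 retained so stronger ABCB1 efflux block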
ABCG2 inh: blocks JC-1 efflux by human ABCG2 transporter; Q9UNQ0; IgMXP3 cells, flow cytometry; inhibition, % at 6.6 µM; hit rate 0.1% among 190,000; AID 1325;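 active means inhibition above 80%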;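 further: 0% = DMSO and 100% = nicardipine control wells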
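test system = two drug-resistant human cell lines, ABCG2 and ABCB1 | amount = 3 million cells/mL final, two lines in 1:1 ratio | reagent = JC-1 transporter substrate | doses = one concentration, 6.6 µM final | incubation = 10 min at 25 °C | signal = flow cytometric JC-1 green MFI at 530 nm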
Avidin bead fluor: compound fluoresces at 488/530 nm on avidin beads | compound fluorescence 488/530 nm, flow cytometry; active compounds read high | fluorescence (KMESF) at 10 µM | hit rate 0.38% among 220,000 | AID 1775; in the data active means fluorescence above about 47; further: inactives centre near 10
RGS4-Gao reg: human RGS4-Galphao interaction regulation. binding response (% of control), % at 10 µM. Multiplexed bead flow cytometry, RGS4-Galphao binding; actives lie on both sides. hit rate 0.33% among 220,000. P09471; in the data active means binding response below about 49% or above about 150%; inactive means in between;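 further: fluorescent Galphao activated with aluminum fluoride binding bead-coupled RGS4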
Target sequence (P09471 whole entry, looked up): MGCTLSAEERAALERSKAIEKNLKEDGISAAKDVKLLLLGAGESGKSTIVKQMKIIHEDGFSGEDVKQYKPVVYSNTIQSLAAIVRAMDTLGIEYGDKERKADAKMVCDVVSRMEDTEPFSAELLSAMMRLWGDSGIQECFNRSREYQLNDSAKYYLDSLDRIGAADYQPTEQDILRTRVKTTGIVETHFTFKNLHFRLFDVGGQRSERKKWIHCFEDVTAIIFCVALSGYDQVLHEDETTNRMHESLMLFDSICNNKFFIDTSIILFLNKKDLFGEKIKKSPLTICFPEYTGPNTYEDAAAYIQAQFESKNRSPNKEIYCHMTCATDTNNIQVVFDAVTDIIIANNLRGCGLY
RGS7-Gao reg: modulates binding of RGS7 to human Galphao. Multiplexed bead flow cytometry; actives lie on both sides. binding response (% of control), % at 10 µM. hit rate 0.35% among 220,000. AID 1439; in the data active means binding response below about 49% or above about 150%; inconclusive means no clear call, values can overlap the other calls; inactive means in between;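 further: fluorescent Galphao held in activated GDP-AlF4 state binding bead-coupled RGS7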
Bim-Bcl-B: inhibitors of Bim-Bcl-B interaction, human; bead-based flow cytometry, Bim peptide-Bcl-B binding; hit rate 0.073% among 190,000; AID 951; Q9HD36; inhibition, % at 10 µM;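 further: 0% = tracer peptide without compound and 100% = reference inhibitor peptide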
Bim-Bfl-1: human Bim-Bfl-1 interaction inhibition. Bead-based flow cytometry, Bim-Bfl-1 binding inhibition. inhibition, % at 10 µM. AID 1008. hit rate 0.12% among 190,000;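 further: 0% = wells without compound plus tracer and 100% = blocker peptide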
Bcl-W Bim block: disrupts Bim peptide binding to human Bcl-W; Q92843; bead-based flow cytometry; inhibition, % at 10 µM; hit rate 0.02% among 190,000; AID 952;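 further: 0% = bound tracer without compound and 100% = peptide blocker; higher means less fluorescent Bim peptide bound to Bcl-W beads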
Target sequence (Q92843 whole entry, looked up): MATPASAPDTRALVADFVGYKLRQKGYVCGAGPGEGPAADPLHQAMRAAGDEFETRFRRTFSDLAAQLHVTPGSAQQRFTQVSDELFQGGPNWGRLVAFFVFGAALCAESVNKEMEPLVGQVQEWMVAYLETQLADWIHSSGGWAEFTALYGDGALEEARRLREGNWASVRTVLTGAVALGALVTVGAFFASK
* = called active by the depositor; u = inconclusive; x = no result given. Unless noted, no stated cut-off is given here; in the data, active means inhibition above about 40%.

SMILES	Bcl-2 Bim block	GSH bead fluor	Bim-Bcl-XL	ABCB1 inh	ABCG2 inh	Avidin bead fluor	RGS4-Gao reg	RGS7-Gao reg	Bim-Bcl-B	Bim-Bfl-1	Bcl-W Bim block
Cc1cc(-n2cnnn2)ccc1C(C)C	0.0	16	1.0	-0.1	2.0	11	99.5	u	0.0	-2.0	1.0
COCc1cc(C)nc(SCC(=O)Nc2ccccc2C)c1C#N	-2.0	24	-1.0	0.2	3.6	7	98.9	103.3	-6.0	-10.0	2.0
COc1ccc(S(=O)(=O)N2CCc3ccccc32)cc1C(=O)OCC(=O)c1c(N)n(C)c(=O)n(C)c1=O	-7.0	9	3.0	0.4	-4.5	9	90.3	88.5	-2.0	-2.0	3.0
CCOC(=O)CC1(C)SC(NC(C)=O)=NN1C(C)=O (stereo unspecified)	-1.0	14	-5.0	0.2	-0.4	11	101.2	102.0	-4.0	-9.0	-3.0
CC1CC(Nc2ccccc2)=CC(=O)O1 (stereo unspecified)	-1.0	8	0.0	0.2	0.6	19	102.9	105.7	-2.0	-4.0	4.0
CN(C)c1ccc2c(=O)[nH][nH]c(=O)c2c1	-2.0	11	-2.0	0.4	2.2	12	103.6	104.3	0.0	-6.0	-1.0
C=CCOc1ccc(/C=C/C(C)=N\O)cc1	-3.0	19	0.0	0.1	0.2	36	100.6	98.2	0.0	-3.0	-3.0
CCOC(=O)c1cc(-c2nnc(-c3ccc(Cl)cc3)o2)c(C)nc1C	-8.0	21	-3.0	0.1	0.5	5	102.8	99.8	-6.0	-11.0	0.0
COc1ccc2c(COC(=O)c3n[nH]c4ccccc34)cc(=O)oc2c1	-10.0	10	-4.0	0.2	1.2	8	98.3	97.1	-7.0	-6.0	1.0
O=C1C=C(NC(=O)Nc2ccc(Cl)c(Cl)c2)CCC1	-5.0	18	-2.0	-0.1	0.9	9	101.3	99.2	-6.0	-1.0	-15.0
O=C(CCc1ccc(S(=O)(=O)NCCc2ccccc2)cc1)NCc1ccc2c(c1)OCO2	-9.0	36	-12.0	0.7	6.3	17	101.1	102.2	-9.0	-16.0	0.0
CCOc1ccccc1NC(=O)C(OC(=O)c1ccccc1)c1ccccc1 (stereo unspecified)	-8.0	16	-7.0	1.1	23.8	17	102.6	103.3	-8.0	-12.0	-4.0
COc1ccc(-c2[nH]ncc2/C=N/NC(=O)c2cccc([N+](=O)[O-])c2)cc1OC	-6.0	12	-6.0	-0.2	-0.3	12	103.6	99.3	-4.0	-7.0	-4.0
COc1ccc(S(=O)(=O)Cc2ccc(C(=O)N3CCN(c4ccccc4)CC3)o2)cc1	-3.0	26	0.0	1.1	6.2	6	102.7	101.5	-4.0	-2.0	4.0
C[C@H](NC(=O)c1ccccc1Cl)C(=O)NCc1cccs1	-4.0	8	-1.0	0.9	6.4	26	102.9	103.6	-3.0	-5.0	-2.0
CCc1cc(=O)oc2cc(C)c(CN3CCCC(C)C3)c(O)c12 (stereo unspecified)	-1.0	15	-2.0	-0.3	-0.8	5	100.8	99.8	0.0	0.0	0.0
CCc1cccc(NC2c3ccccc3C(=O)N2c2ccc(C)cn2)c1 (stereo unspecified)	-9.0	21	-2.0	-2.2	-4.0	7	99.6	98.7	-7.0	-13.0	0.0
CCc1nnc(NC(=O)c2oc3cc(C)c(C)cc3c2C)s1	4.0	8	-2.0	0.6	5.0	12	98.3	96.9	-1.0	2.0	0.0
Cc1c(C(=O)N/N=C/C(C)C)[nH]c2c([N+](=O)[O-])cccc12	1.0	19	-16.0	-1.0	1.1	12	93.4	92.4	-11.0	-8.0	-6.0
O=C(c1cccc(C(F)(F)F)c1)C1CCCN(C(=O)CN2CCCC2=O)C1 (stereo unspecified)	-1.0	12	-1.0	-0.1	0.5	15	102.0	104.4	-1.0	-3.0	0.0
CN(C)CCCn1c(SCC(=O)N2CC(=O)Nc3ccccc32)nc2ccccc2c1=O	-4.0	14	-5.0	-0.2	0.0	8	102.2	u	-3.0	-5.0	-2.0
CN1[C@@H]2CC[C@H]1CC(OC(=O)C(CO)c1ccccc1)C2 (stereo partly specified)	-3.0	21	-6.0	0.1	-1.0	10	95.5	99.7	0.0	-3.0	-8.0
c1ccc(CNc2ncnc3nc[nH]c23)nc1	0.0	23	0.0	-2.4	-2.9	4	93.9	96.6	-1.0	1.0	0.0
CCNC(=S)N1CCN(CC(=O)Nc2ccc(OC)cc2)CC1	-2.0	8	0.0	0.9	26.5	9	92.7	88.7	-4.0	-6.0	1.0
Cc1ccc(/C=N/n2c(C)nc3ccccc3c2=O)o1	-2.0	10	0.0	0.1	2.1	11	95.6	u	0.0	0.0	1.0
CCOC(CNC(=O)CCc1c(C)nc2ncnn2c1C)OCC	0.0	11	1.0	0.4	1.9	38	100.7	100.7	-1.0	0.0	0.0
CCNC(=S)Nc1ccc(Cc2ccncc2)cc1	-5.0	16	-5.0	0.4	0.7	9	100.1	98.8	-7.0	-7.0	-3.0
O=C(O)C1CCCCN1S(=O)(=O)c1ccc2ccccc2c1 (stereo unspecified)	-5.0	17	-2.0	0.5	1.5	4	108.5	108.1	-7.0	-16.0	0.0
CN(C)CCCN(C(=O)c1cc2ccccc2oc1=O)c1nc2c(F)cccc2s1	-7.0	12	-9.0	1.7	2.4	13	104.4	104.5	-9.0	-8.0	-7.0
Cc1cccc(OCC(=O)N2CCC(c3ccccc3)C2)c1 (stereo unspecified)	-7.0	31	-3.0	0.7	2.4	17	99.7	98.7	-7.0	-15.0	2.0

Taken from above.
`CCNC(=S)N1CCN(CC(=O)Nc2ccc(OC)cc2)CC1` @ RGS7-Gao reg = 88.7
`CCc1cc(=O)oc2cc(C)c(CN3CCCC(C)C3)c(O)c12` (stereo unspecified) @ ABCG2 inh = -0.8
`Cc1cccc(OCC(=O)N2CCC(c3ccccc3)C2)c1` (stereo unspecified) @ RGS4-Gao reg = 99.7

Other structures follow.
SMILES	Bcl-2 Bim block	GSH bead fluor	Bim-Bcl-XL	ABCB1 inh	ABCG2 inh	Avidin bead fluor	RGS4-Gao reg	RGS7-Gao reg	Bim-Bcl-B	Bim-Bfl-1	Bcl-W Bim block
N=c1c2c(-c3ccccc3)c(-c3ccccc3)n(Cc3ccco3)c2ncn1CCO	1.0	18	-9.0	0.0	-0.1	5	99.8	103.2	-14.0	2.0	-5.0
CC1(C)CC2CC(C)(CN2C(=O)CN2C(=O)c3ccccc3C2=O)C1 (stereo unspecified)	-5.0	32	-12.0	-0.5	-3.1	12	101.1	100.3	-10.0	-12.0	-3.0
Cc1cccc(OCCSc2nc3c([nH]2)c(=N)ncn3Cc2ccccc2)c1	-14.0	19	-1.0	0.8	2.5	x	x	x	-1.0	-1.0	-1.0
COCCCNC(=O)CCC(=O)Nc1ccc2nc(N3CCOCC3)cc(C)c2c1	-1.0	16	-1.0	0.7	3.8	34	102.5	99.7	-3.0	2.0	-3.0
Nc1ccc(NC(=O)c2ccccc2)c2c1C(=O)c1ccccc1C2=O	-1.0	7	-2.0	0.6	2.2	23	93.6	95.8	-6.0	0.0	0.0
CCOC(=O)N1CCN(C(=O)C2CCC(=O)N2C(C)C)CC1 (stereo unspecified)	-9.0	23	-12.0	0.5	0.3	30	100.5	99.3	-10.0	-21.0	-5.0
CCc1c(O)cc2n(c1=O)-c1ccccc1C2(C)C	1.0	28	-5.0	1.7	19.4	5	100.0	99.1	1.0	-1.0	-2.0
CCNc1nc(NCC)n2c(SCC(=O)N(CC)C3CCCCC3)nnc2n1	-3.0	15	-14.0	1.0	1.1	1	96.2	99.0	-9.0	-2.0	-14.0
CCN1C(=C(C#N)C#N)C=Cc2ccccc21	-3.0	23	0.0	-0.4	3.7	9	99.3	96.0	-2.0	-1.0	3.0
COc1cccc(/C(N)=N/OC(=O)Cc2ccccc2[N+](=O)[O-])c1	0.0	12	-6.0	3.1	79.8	9	90.3	84.9	-4.0	-5.0	-1.0
CCN(CC)c1ncnc2sc3c(c12)CCC3	-2.0	14	0.0	0.3	2.8	7	99.6	106.6	-2.0	-10.0	2.0
c1ccc(NCCCNc2ccccc2)cc1	0.0	20	-3.0	0.1	2.8	9	97.1	96.6	-5.0	2.0	-6.0
COC(=O)c1ccccc1NC(=O)c1ccc2c(c1)OCCO2	-10.0	52	-8.0	0.0	19.2	15	134.1	137.2	-6.0	-10.0	5.0
COc1ccc(-c2nc3scc(-c4ccccc4)n3n2)cc1	-10.0	36	-7.0	0.8	40.0	14	101.4	97.1	-11.0	-18.0	-4.0
CN1CCN(c2ccc(NC(=O)c3ccc(Cl)cc3)cn2)CC1	-3.0	14	-1.0	0.6	7.0	11	89.4	u	-2.0	-5.0	1.0

Given bar-delimited: part of the list above
SMILES | Bcl-2 Bim block | GSH bead fluor | Bim-Bcl-XL | ABCB1 inh | ABCG2 inh | Avidin bead fluor | RGS4-Gao reg | RGS7-Gao reg | Bim-Bcl-B | Bim-Bfl-1 | Bcl-W Bim block
COc1cccc(/C(N)=N/OC(=O)Cc2ccccc2[N+](=O)[O-])c1 | 0.0 | 12 | -6.0 | 3.1 | 79.8 | 9 | 90.3 | 84.9 | -4.0 | -5.0 | -1.0
CCN(CC)c1ncnc2sc3c(c12)CCC3 | -2.0 | 14 | 0.0 | 0.3 | 2.8 | 7 | 99.6 | 106.6 | -2.0 | -10.0 | 2.0

(list continues)
SMILES	Bcl-2 Bim block	GSH bead fluor	Bim-Bcl-XL	ABCB1 inh	ABCG2 inh	Avidin bead fluor	RGS4-Gao reg	RGS7-Gao reg	Bim-Bcl-B	Bim-Bfl-1	Bcl-W Bim block
O=C1C2C3C=CC(C4CC34)C2C(=O)N1/N=C/c1ccc(-c2ccc(F)cc2[N+](=O)[O-])o1 (stereo unspecified)	-1.0	21	-2.0	0.6	2.7	12	99.8	99.7	-1.0	4.0	0.0
O=C(CN1C(=O)/C(=C/c2cccc(Br)c2)SC1=S)N1CCCC1	-17.0	16	-8.0	-0.2	-1.6	12	88.2	89.2	-14.0	-9.0	-4.0
CCCCC(CC)C1OCC(CN2CCCC2)O1 (stereo unspecified)	-2.0	22	0.0	0.3	1.5	9	101.9	101.0	-2.0	-3.0	0.0
C(=N\N=C\c1cccs1)/c1cccs1	-1.0	13	-3.0	0.6	9.3	7	98.1	101.2	-4.0	-3.0	0.0
COc1ccc2nc(-c3ccco3)c(-c3ccco3)nc2c1	9.0	26	-2.0	-0.3	28.2	7	91.0	78.2	-9.0	26.0	14.0
O=C(c1cccs1)N1CCc2ccccc2C1	-7.0	15	-3.0	0.4	6.1	11	99.0	100.8	-4.0	-7.0	-1.0
CC(=O)Nc1ccccc1/C=C/c1ccc2c(C)ccc(O)c2n1	0.0	9	-5.0	-2.0	1.1	6	101.9	100.2	-9.0	-3.0	-4.0
COCCOC(=O)C1=C(C)N=C2SCCC(=O)N2C1/C=C/c1ccccc1 (stereo unspecified)	2.0	11	-2.0	0.6	1.4	17	91.5	92.4	-2.0	0.0	0.0
CCOC(=O)CNC(=O)C1Cc2ccccc2CN1S(=O)(=O)c1cccs1 (stereo unspecified)	2.0	11	0.0	1.9	2.7	4	100.0	104.8	-1.0	-4.0	0.0
CCC(C)NS(=O)(=O)c1ccc(OCC(=O)N2CCCCC2)cc1 (stereo unspecified)	3.0	15	0.0	1.2	3.7	15	105.2	104.0	1.0	-1.0	-2.0
C/C(=N\NC(=O)c1cc(-c2ccncc2)nc2ccccc12)c1ccc(OC(F)F)cc1	2.0	19	-3.0	0.1	0.8	24	103.0	102.3	3.0	-5.0	1.0
Cn1c(SCC(=O)Nc2ccc(F)cc2)nnc1-c1cccnc1	-1.0	22	-3.0	0.7	2.3	8	99.3	96.9	-1.0	-9.0	2.0
